Bioassay records as filed in PubChem BioAssay.
KB-V1 cytotox: KB-V1 MDR subline cytotoxicity. KB-V1 MDR cells viability, CellTiter-Glo, 72 h. Potency, µM (series often up to 46.1 µM), without a hit: top-dose activity change, negative = cytotoxicity, hits mostly cytotoxic. actives 3.4% (n = 400,000); also: potency is read from the fitted curve at half-maximal effect; % is scaled to controls: 0 for no effect and ±100 for the full control effect; nearly all actives have a fitted effect of over 60% in size
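Readout: CellTiter-Glo luminescence, 10 min after addition. Cells: KB-V1 MDR subline, 72 h at 37 degrees C with compound. Analysis: corrected, normalized data fitted to concentration-effect curves.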
aSyn yeast inh: inhibitors of alpha-synuclein toxicity in yeast. Yeast expressing alpha-synuclein, growth rescue, BacTiter-Glo, 24 h. Potency, µM (titrated, usually from 46.1 µM), without a hit: top-dose growth rescue (activation), hits mostly activators. actives 0.14% (n = 370,000). AID 652106; also: potency is read from the fitted curve at half-maximal effect; % of control where 0% means no effect; nearly all actives have a fitted effect of over 65% in size
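Galactose-induced alpha-syn yeast (OD600=0.02, raffinose-pregrown) + pinned cpd, 24 hr, 30 deg C; growth by BacTiter-Glo luminescence. Growth restoration scores as activation.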
PTHR1 agonist: agonists of human PTHR1 parathyroid hormone receptor | Potency, µM (doses to about 115 µM), for the others: top-dose activation, actives largely listed as activators | HEK293 GP2 PTHR1 cells, GloSensor cAMP luminescence, 1 h | Q03431 | actives 0.075% (n = 410,000); also: potency is read from the fitted curve at half-maximal effect; nearly all actives have a fitted effect of over 55% in size; some results filed as inactive show a strong effect at the top dose; inactives centre near -15; many of its hits are not listed in these tables
Target sequence (Q03431 whole entry, looked up): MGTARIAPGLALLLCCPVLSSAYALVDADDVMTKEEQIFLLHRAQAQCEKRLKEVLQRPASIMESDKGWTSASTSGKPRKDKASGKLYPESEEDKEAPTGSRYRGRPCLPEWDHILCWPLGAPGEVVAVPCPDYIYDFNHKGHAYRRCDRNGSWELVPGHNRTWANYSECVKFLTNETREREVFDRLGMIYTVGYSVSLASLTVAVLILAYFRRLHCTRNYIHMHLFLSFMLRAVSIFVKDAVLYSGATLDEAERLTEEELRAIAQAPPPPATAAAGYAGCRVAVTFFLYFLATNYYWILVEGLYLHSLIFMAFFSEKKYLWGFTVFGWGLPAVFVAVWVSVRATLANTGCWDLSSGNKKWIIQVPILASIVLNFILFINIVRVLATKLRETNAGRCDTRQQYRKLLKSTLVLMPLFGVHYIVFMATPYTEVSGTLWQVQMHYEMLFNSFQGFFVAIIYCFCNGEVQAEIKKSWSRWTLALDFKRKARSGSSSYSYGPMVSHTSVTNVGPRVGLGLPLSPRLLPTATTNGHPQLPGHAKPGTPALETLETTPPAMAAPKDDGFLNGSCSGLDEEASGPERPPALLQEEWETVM
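HEK-293-derived GP2 cells expressing PTHR1 and a GloSensor cAMP reporter, 3,000/well, plated overnight, given luciferin plus IBMX (each 0.5 mM as added) for 1 h at 37 °C, then compound for 1 h at 37 °C. Luminescence was read after 15 min at room temperature.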
GLP1R cytotox: cytotoxic in the GLP-1 receptor inverse agonist counter-screen. HEK293 cAMP-luciferase reporter cells, luminescence, 24 h. Potency, µM (doses to about 38.3 µM), inactives show top-dose activity change, negative = inhibition, usual class: inhibitors. actives 0.13% (n = 410,000). AID 624418;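 also: loss of luciferase light is scored as toxicity; potency is read from the fitted curve at half-maximal effect; % is scaled to controls: 0 for no effect and ±100 for the full control effect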
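Step one: seed cells (200 cells/uL, DMEM with 10% Nu serum, 1% pen-strep). Step two: 12-hour incubation at 37 deg C. Step three: pin 23 nL compound, incubate 24 hr. Step four: add luciferase reagent, read luminescence 12 min later.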
DRD3 antagonist: antagonists of human D3 dopamine receptor. D3R cells, DiscoveRx beta-arrestin luminescence, antagonist mode; stronger effect = lower value. actives 2.5% (n = 360,000). AID 652054. max response, negative = inhibition, %. P35462; in the data active = max response below about -50%; inconclusive = no clear call, values can overlap the other calls; also: % is scaled to controls: 0 for no effect and ±100 for the full control effect; mostly tested at two doses, the higher about 12 µM
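Cells plated overnight at 1500 cells/well, then exposed to library compounds with dopamine controls for 90 minutes at 37 degrees C. DiscoveRx reagent added for 30–60 minutes at room temperature; luminescence read, quantitative HTS format.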
GLP1R inv ag: inverse agonists of human GLP-1 receptor; P43220; HEK293 GLP-1R CRE-luciferase, luminescence, 24 h; GLP-1R form is constitutively active; Potency, µM (series often up to 38.3 µM), for inactives: at the top dose activity change, negative = inhibition, usual class: inhibitors; actives 1.6% (n = 410,000); AID 624417; also: potency is read from the fitted curve at half-maximal effect; % is scaled to controls: 0 for no effect and ±100 for the full control effect; nearly all actives have a fitted effect of over 55% in size
Target sequence (P43220 whole entry, looked up): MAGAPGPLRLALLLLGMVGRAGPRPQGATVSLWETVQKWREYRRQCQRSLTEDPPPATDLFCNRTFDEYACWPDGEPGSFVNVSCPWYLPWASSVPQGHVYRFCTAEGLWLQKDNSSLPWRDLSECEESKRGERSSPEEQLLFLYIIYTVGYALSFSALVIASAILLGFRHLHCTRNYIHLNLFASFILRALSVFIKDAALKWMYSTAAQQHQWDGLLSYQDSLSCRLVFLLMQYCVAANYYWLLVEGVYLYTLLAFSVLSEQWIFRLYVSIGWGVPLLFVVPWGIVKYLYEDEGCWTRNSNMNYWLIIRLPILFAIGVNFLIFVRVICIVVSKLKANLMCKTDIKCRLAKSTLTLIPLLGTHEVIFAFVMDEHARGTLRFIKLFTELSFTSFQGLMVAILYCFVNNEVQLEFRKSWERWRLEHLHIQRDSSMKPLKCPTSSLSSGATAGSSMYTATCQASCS
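Luminescence readout: a drop in cAMP-driven luciferase signal flags inverse agonism at a constitutively active GLP-1R stably expressed in HEK293. Compound exposure lasted 24 hr at 37 deg C, 5% CO2.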
TDP43 rescue: rescues yeast growth from TDP-43 toxicity; TDP-43 expressing yeast growth rescue, BacTiter-Glo, 24 h; Potency, µM (series often up to 46.1 µM), for inactives: at the highest dose growth rescue (activation), actives largely listed as activators; actives 1.8% (n = 410,000); AID 652104; also: potency is read from the fitted curve at half-maximal effect; % of control where 0% means no effect; nearly all actives have a fitted effect of over 50% in size
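In this qHTS, compounds that restore growth of yeast expressing TDP-43 appear as activators. Cells (OD600=0.02, galactose medium, raffinose-pregrown) are incubated with compound 24 hr at 30 deg C and growth is quantified by BacTiter-Glo.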
D3 ag: D3 dopamine receptor (human) agonism. P35462. D3R DiscoveRx beta-arrestin cells, luminescence, 90 min. max activation, %. actives 0.58% (n = 410,000); in the data active = max activation above about 30%; also: 0% is about no effect; mostly tested at two doses, the higher about 12 µM
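Agonist mode: compounds and dopamine controls were applied to plated cells for 90 min at 37 degrees C after an overnight attachment at 1500 cells/well. Luminescent read-out followed 30 - 60 minutes at room temperature with DiscoveRx detection reagent.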
GLP1R ag: GLP-1 receptor (human) agonism. actives 0.007% (n = 380,000). HEK293 GLP-1R CRE-luciferase, luminescence, 4-6 h; cells express a hypersensitive GLP-1R form. AID 624172. Potency, µM (doses to about 45.6 µM), for the others: at the top dose activation, actives largely listed as activators; also: potency is read from the fitted curve at half-maximal effect; % of control where 0% means no effect
The depositor's hits bear a star; i = inactive; ? = inconclusive; . = not tested or not shown; & = joins results of further samples; [ ] = another dose, or the depositor's remark. Unless noted, calls follow the shape of the dose curve; as a rule, active = well fitted curve in the direction sought with a large enough effect; inconclusive = small, poorly fitted or top-dose-only effect, or another doubt; inactive = no such curve, though single readings can be large; an effect the other way counts as inactive or inconclusive. The list is partial; rates above refer to the full screens.

(1) CCOC(=O)CNC(=O)C(Cc1ccccc1)NS(=O)(=O)c1cccs1 (stereo not drawn)
(2) C=CCC1(Cl)C(=O)C(Cl)=C(N2CCN(C)CC2)C1(OC)OC (stereo not drawn)
(3) CN(C)CCCN(C(=O)c1ccco1)c1nc2ccc(Cl)cc2s1
(4) Cc1ccc2oc(C(=O)Nc3sc4c(c3C(=O)NCC3CCCO3)CCC4)cc(=O)c2c1 (stereo not drawn)
(5) Cc1cc(NNC(=O)c2ccccc2)nc(NNC(=O)c2ccccc2)n1
(6) Cc1cccn2cc(CSc3nnc(Nc4ccc(C(C)C)cc4)s3)nc12
(7) C/C(=N/NC(=O)CNC(=O)c1cccnc1)c1ccc(Cl)c(Cl)c1
(8) COC(=O)CN1C(=O)C(O)(CC(=O)c2ccc(C)cc2)c2ccccc21 (stereo not drawn)

Compound	1	2	3	4	5	6	7	8
KB-V1 cytotox	13%	0%	-3%	13%	36%	?	0%	6%
GLP1R inv ag	-9%	11%	?	-7%	10%	10µM*	16%	8%
aSyn yeast inh	13%	3%	-2%	.	-8%	8%	1%	-1%
D3 ag	1	-20	-10	2	1	10	-1	0
GLP1R cytotox	13%	0%	?	-8%	-11%	-11%	0%	1%
DRD3 antagonist	-24	-1	-21	.	23	1	-8	?
TDP43 rescue	-4%	16%	-11%	25%	-10%	?	4%	4%
PTHR1 agonist	-18%	-7%	i	i	-1%	-17%	-5%	i
GLP1R ag	22%	-5%	7%	.	6%	5%	-1%	-3%

Of the compounds above, these have sulfur.
(1) CCOC(=O)CNC(=O)C(Cc1ccccc1)NS(=O)(=O)c1cccs1 (stereo not drawn)
(3) CN(C)CCCN(C(=O)c1ccco1)c1nc2ccc(Cl)cc2s1
(4) Cc1ccc2oc(C(=O)Nc3sc4c(c3C(=O)NCC3CCCO3)CCC4)cc(=O)c2c1 (stereo not drawn)
(6) Cc1cccn2cc(CSc3nnc(Nc4ccc(C(C)C)cc4)s3)nc12

Compound	1	3	4	6
KB-V1 cytotox	13%	-3%	13%	?
GLP1R inv ag	-9%	?	-7%	10µM*
aSyn yeast inh	13%	-2%	.	8%
D3 ag	1	-10	2	10
GLP1R cytotox	13%	?	-8%	-11%
DRD3 antagonist	-24	-21	.	1
TDP43 rescue	-4%	-11%	25%	?
PTHR1 agonist	-18%	i	i	-17%
GLP1R ag	22%	7%	.	5%

Further records.
(9) C=CC[C@H](CC(=O)NCCO)C(=O)N[C@@H](C)COC(=O)[C@H](CC=C)CC(=O)OC(C)(C)C
(10) CC(=O)c1ccc(N2CCN(c3ccc(C(N)=O)cc3[N+](=O)[O-])CC2)cc1
(11) CCCCSc1nc(CCC)cc(=O)[nH]1
(12) Cc1ccc(O)c(/C=N/NC(=O)c2[nH]ncc2Br)c1
(13) COCCc1ncc(CN2CCCC(C(=O)Nc3cccc(-c4cccc(C)c4)c3)C2)cn1 (stereo not drawn)
(14) CC(C)NC(=S)NNc1ncnc2sc3c(c12)CC(C)(C)OC3
(15) O=c1oc(-c2ccc(Cl)cc2[N+](=O)[O-])nc2ccccc12
(16) COc1ccc(/C(O)=C2/C(=O)C(=O)N(Cc3ccco3)C2c2cccs2)cc1 (stereo not drawn)

Compound	9	10	11	12	13	14	15	16
KB-V1 cytotox	0%	10%	4%	-28%	-13%	-14%	13%	?
GLP1R inv ag	5%	3%	0%	0%	?	-6%	1%	16%
aSyn yeast inh	0%	-5%	10%	-5%	-1%	3%	13%	-12%
D3 ag	-34	1	-1	-9	1	2	-11	-9
GLP1R cytotox	2%	9%	-15%	15%	-14%	-24%	5%	18%
DRD3 antagonist	-4	22	29	5	-1	-1	-15	-21
TDP43 rescue	0%	7%	24%	-17%	6%	?	5%	0%
PTHR1 agonist	i	-24%	i	0%	-23%	-48%[inhibitor]	-28%	-37%[inhibitor]
GLP1R ag	1%	7%	7%	-7%	-3%	4%	-1%	14%

(17) COc1cccc(CNC(=O)COC(=O)CNC(=O)c2ccc(-c3ccccc3)cc2)c1
(18) CN1CCCNc2nc3ccccc3nc21
(19) Cc1oc2ccc(OCC(N)=O)cc2c1C(=O)OC(C)C
(20) Cc1cccc(N(CC(=O)NC2CCCCC2)C(=O)CCCC(=O)Nc2ccccn2)c1
(21) Cc1nc2ccc(Cl)cc2c(-c2ccccc2)c1CC(=O)O
(22) CCC(=O)Nc1cccc(NC(=O)c2cccc([N+](=O)[O-])c2)c1
(23) COc1cccc(CN(C)C(=O)Nc2cccc(C(F)(F)F)c2)c1OC
(24) CCCCCN(C(=O)CCC(=O)OC(C)C(=O)c1ccc(CC)cc1)c1c(N)n(CCCC)c(=O)[nH]c1=O (stereo not drawn)

Compound	17	18	19	20	21	22	23	24
KB-V1 cytotox	?	-3%	?	-11%	13%	-21%	?	-20%
GLP1R inv ag	10%	6%	10%	3%	19%	0%	?	1%
aSyn yeast inh	3%	-1%	-1%	-1%	6%	-5%	1%	-2%
D3 ag	0	3	1	-7	1	-21	2	2
GLP1R cytotox	-9%	1%	46%[activator]	4%	-11%	19%	-1%[1.53 µM]	-7%
DRD3 antagonist	18	1	7	-28	-5	?	-2	3
TDP43 rescue	17%	6%	6%	-7%	19%	-15%	14%	5%
PTHR1 agonist	0%	-2%	-7%[57.5 µM]	i	-12%	7%	-32%[inhibitor]	i
GLP1R ag	2%	-2%	23%	-5%	-3%	?	1%	-3%

(25) COC(=O)C1=CN(c2cccc(OCc3ccccc3)c2)C(N)=C(C#N)C1c1cccc(OC)c1OC (stereo not drawn)
(26) Cc1ccc(S(=O)(=O)N(C)CC(=O)Nc2ccc3c(c2)OCO3)cc1
(27) Cc1ccc(CNC(=O)C2(c3cccs3)CCOCC2)cc1
(28) Cc1csc(=O)n1CC(=O)OCC(=O)NCc1ccc(Cl)cc1Cl
(29) Cc1onc(-c2ccccc2)c1C(=O)N1CCN(c2ccccc2F)CC1
(30) Cc1c(C(=O)Nc2cccc(F)c2)cnn1-c1ccccc1
(31) CCOc1ccc(Nc2oc(-c3cccc(Cl)c3)nc2C#N)cc1
(32) CCc1ccc(C(C)NC(=O)Cn2cnc3c(=O)n(C)c(=O)n(C)c32)cc1 (stereo not drawn)

Compound	25	26	27	28	29	30	31	32
KB-V1 cytotox	?	?	?	5%	-18%	?	-6%	?
GLP1R inv ag	?	9%	12%&-2%	13%	?	?	-3%	0%
aSyn yeast inh	-8%	6%	-4%	0%	16%	6%	3%	-4%
D3 ag	0	10	-3&-1	-2	-2	-4	8	-4
GLP1R cytotox	-8%	-6%	3%&14%	4%	-18%	9%	-6%	1%
DRD3 antagonist	13	0	-15	11	1	-8	13	5
TDP43 rescue	6%	29%	22%&0%	2%	0%	10µM*	-11%	22%
PTHR1 agonist	-21%	-28%	-3%&2%	-5%	-41%[inhibitor]	i	-17%[57.5 µM]	i
GLP1R ag	.	3%	10%	-4%	10%	1%	0%	1%

Brought forward from above: 2 compounds, followed by the next part.
(31) CCOc1ccc(Nc2oc(-c3cccc(Cl)c3)nc2C#N)cc1
(32) CCc1ccc(C(C)NC(=O)Cn2cnc3c(=O)n(C)c(=O)n(C)c32)cc1 (stereo not drawn)
(33) O=C(CN1CCN(S(=O)(=O)c2ccc(F)cc2)CC1)N1CCOCC1
(34) Cc1ccc2c(c1)c1nnc(SCC(=O)Nc3ccccc3C(F)(F)F)nc1n2CC(=O)O
(35) Cc1ccc(C(=O)OC(C)C(=O)Nc2ccc3c(c2)OCO3)c(O)c1 (stereo not drawn)
(36) COc1ccc(CCNC(=O)C2CCC(=O)N(C3CC3)C2)c(OC)c1 (stereo not drawn)
(37) COc1ccc(C(C(=O)NCCC(C)C)N(CCO)C(=O)c2snc(C(N)=O)c2N)cc1OC (stereo not drawn)
(38) CCOC(=O)C1CCCN(C(=O)c2ccc3c(c2)C(C)(C)CCC3(C)C)CC1 (stereo not drawn)
(39) O=c1[nH]c(CN2CCN(C/C=C/c3ccccc3)CC2)nc2ccccc12
(40) COc1ccc(C2CC(=O)C=C(NCc3ccc4c(c3)OCO4)C2)cc1 (stereo not drawn)

Compound	31	32	33	34	35	36	37	38	39	40
KB-V1 cytotox	-6%	?	1%	-21%	12%	.	3%	-27%	-23%	?
GLP1R inv ag	-3%	0%	12%	-1%[7.66 µM]	-8%	20%	3%	?	0%	6%
aSyn yeast inh	3%	-4%	-5%	-4%	0%	0%	0%	-7%	4%	5%
D3 ag	8	-4	2	-5	-2	-4	-5	2	-46	5
GLP1R cytotox	-6%	1%	7%	0%[7.66 µM]	-7%	-1%	-11%	-11%	-5%	12%
DRD3 antagonist	13	5	2	5	10	-3	9	32	-77*	12
TDP43 rescue	-11%	22%	-2%	-11%[9.22 µM]	21%	15%	12%	-7%	-8%	11%
PTHR1 agonist	-17%[57.5 µM]	i	i	-27%	-7%	7%	-25%	i	i	-23%
GLP1R ag	0%	1%	-7%	0%	11%	2%	-3%	1%	5%	9%

(41) CC(C)(C)OC(=O)N1CCC[C@H]1c1nnc(SCc2ccccc2)o1
(42) O=C(COC(=O)c1n[nH]c2ccccc12)NCCc1ccccc1
(43) COc1ccc(-c2nn(-c3ccccc3)cc2C(=O)Nc2ccc(C(=O)O)cc2)cc1OC
(44) O=C(CSC1=Nc2ccccc2N=C(c2ccc(F)cc2)C1)NCc1ccccc1Cl

Compound	41	42	43	44
KB-V1 cytotox	?	3%	2%	3%
GLP1R inv ag	?	-8%	27%	-6%
aSyn yeast inh	-5%	-1%	0%	.
D3 ag	1	8	-1	-1
GLP1R cytotox	5%	-7%	-6%	-1%
DRD3 antagonist	-14	12	-13	.
TDP43 rescue	-9%	-16%	0%	24%
PTHR1 agonist	i	i	-8%	-7%
GLP1R ag	14%	16%	3%	-2%
